ALOX12 inh: Primary qHTS assay for inhibitors of human arachidonate 12S-lipoxygenase (ALOX12): Round 2. Polyunsaturated fatty acid lipoxygenase ALOX12 (Homo sapiens), P18054. purified 12hLO, xylenol orange hydroperoxide absorbance. Potency, µM (doses to about 108 µM), inactives show at the highest dose activity change, negative = inhibition, actives largely listed as inhibitors. hit rate 1.1% among 580,000. AID 1671190, 2021; also: potency is read from the fitted curve at half-maximal effect; % is scaled to controls: 0 for no effect and ±100 for the full control effect
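Purified human 12hLO at 150 nM in 25 mM Hepes, 0.01% Triton X-100, pH 7.0, preincubated 15 min at room temperature with compound. Reaction started with 40 uM arachidonic acid, 30 min at room temperature. Hydroperoxide measured by Fe-xylenol orange, 573/405 nm absorbance ratio.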
ERG-DNA inh: qHTS for Small Molecule Inhibitors of the ERG Ets/DNA interaction | fluorescence polarization, His-ERG Ets domain / labelled DNA | Potency, µM (doses to about 76.9 µM), inactives show at the top dose FP activity, negative = inhibition, usual class: inhibitors | hit rate 0.028% among 370,000 | AID 624246, 2012; active = well fitted inhibition curve with a large enough effect in the polarisation, with a control signal flat; inconclusive = small, poorly fitted or top-dose-only effect, or effect the other way, or a change in a side signal; inactive = no such curve, though single readings can be large or run the other way; the % refers to the polarisation;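 also: polarization taken with two DNA probes labelled with fluorescein and Texas red; potency is read from the fitted curve at half-maximal effect; % of control where 0% means no effect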
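His-tagged ERG Ets domain (1 uM in the protein solution; 300mM KCl, 50mM Tris-HCl, 1mM EDTA, 1mM DTT, pH 7.5) received compound, then a probe mix of 5 nM fluorescein-DNA and 100nM Texas-615-DNA. Fluorescence polarization was read for both dyes.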
Anesthetic bind: qHTS Assay for Identification of Novel General Anesthetics; apoferritin/1-aminoanthracene competitive binding, fluorescence; Potency, µM (highest dose often 77.5 µM), for the others: top-dose activity change, negative = displacement, usual class: inhibitors; hit rate 0.074% among 350,000; AID 485281, 2010; also: potency is read from the fitted curve at half-maximal effect; % is scaled to controls: 0 for no effect and ±100 for the full control effect; nearly all actives have a fitted effect of over 20% in size
Target sequence (P02791 2-175 limits assumed): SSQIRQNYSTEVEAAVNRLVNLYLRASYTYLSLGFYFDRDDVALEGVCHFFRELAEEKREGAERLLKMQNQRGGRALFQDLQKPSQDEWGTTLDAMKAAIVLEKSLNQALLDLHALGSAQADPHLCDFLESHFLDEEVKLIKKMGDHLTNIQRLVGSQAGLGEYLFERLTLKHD
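Steps: apoferritin (10 uM) was premixed with half-saturated 1-AMA in PBS, compounds were pin-transferred, plates stood 10 min at room temperature, fluorescence was read at 380/535 nm, and curves were fitted with a Hill equation.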
POLK inh: qHTS for Inhibitors of Polymerase Kappa | hit rate 0.53% among 400,000 | Potency, µM (top dose mostly 107 µM), without a hit: at the highest dose activity, negative = inhibition, most hits filed as inhibitors | DNA polymerase kappa (Homo sapiens), Q9UBT6 | AID 588579, 2011 | purified Pol kappa, fluorescent DNA synthesis assay, 10 min; also: potency is read from the fitted curve at half-maximal effect; % is scaled to controls: 0 for no effect and ±100 for the full control effect
Target sequence (Q9UBT6 whole entry, looked up): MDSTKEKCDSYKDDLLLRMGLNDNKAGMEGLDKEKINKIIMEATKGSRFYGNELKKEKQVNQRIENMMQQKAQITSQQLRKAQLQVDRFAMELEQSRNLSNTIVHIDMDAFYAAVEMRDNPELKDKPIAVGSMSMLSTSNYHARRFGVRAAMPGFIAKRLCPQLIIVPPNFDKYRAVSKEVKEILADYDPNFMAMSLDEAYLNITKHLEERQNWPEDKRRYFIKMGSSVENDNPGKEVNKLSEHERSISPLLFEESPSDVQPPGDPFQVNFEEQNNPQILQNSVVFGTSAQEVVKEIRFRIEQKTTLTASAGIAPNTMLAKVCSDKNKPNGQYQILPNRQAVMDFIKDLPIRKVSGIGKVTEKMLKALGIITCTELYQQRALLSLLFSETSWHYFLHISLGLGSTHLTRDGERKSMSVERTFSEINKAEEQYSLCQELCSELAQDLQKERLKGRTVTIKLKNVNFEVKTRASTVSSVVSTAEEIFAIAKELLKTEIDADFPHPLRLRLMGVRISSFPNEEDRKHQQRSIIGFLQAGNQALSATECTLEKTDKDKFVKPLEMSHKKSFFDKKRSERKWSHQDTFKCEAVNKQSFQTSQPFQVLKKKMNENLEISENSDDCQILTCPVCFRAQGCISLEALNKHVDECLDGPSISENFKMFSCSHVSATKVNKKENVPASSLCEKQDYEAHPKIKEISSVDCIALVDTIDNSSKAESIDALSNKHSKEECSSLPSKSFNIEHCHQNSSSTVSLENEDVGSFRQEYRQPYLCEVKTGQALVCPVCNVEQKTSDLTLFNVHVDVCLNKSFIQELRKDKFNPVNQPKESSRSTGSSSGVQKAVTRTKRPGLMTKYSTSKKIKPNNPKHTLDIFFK
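First, compounds were pin-transferred onto 10 nM Pol kappa. After 15 min at room temperature, substrate was added to 50 nM final. Fluorescence was then measured kinetically at 0 and 10 min.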
TRHR agonist: qHTS for Small Molecule Agonists and Allosteric Enhancers of Human TRH Receptor: Primary Screen for Agonists; Thyrotropin-releasing hormone receptor (Homo sapiens), P34981; TRHR cells, calcium flux fluo-8, FDSS agonist mode; activation, % at 2 µM; hit rate 0.18% among 360,000; AID 493084, 2011; in the data active = activation above about 30%; also: 0% is about no effect
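Fluo-8-loaded TRHR cells; 10 s baseline, compound added, kinetic Ca2+ fluorescence read 1/s, agonist mode.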
APEX1 inh: qHTS Assay for Inhibitors of the Human Apurinic/apyrimidinic Endonuclease 1 (APE1). recombinant APE1, TAMRA/BHQ-2 abasic DNA cleavage fluorescence. Potency, µM (highest dose often 65.8 µM), for inactives: at the top dose activity change, negative = inhibition, hits mostly inhibitors. hit rate 0.35% among 350,000. DNA repair nuclease/redox regulator APEX1 (Homo sapiens), P27695. AID 2517, 2012;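 also: potency is read from the fitted curve at half-maximal effect; plate controls were vehicle for no effect and reference inhibitor for full effect; nearly all actives have a fitted effect of over 55% in size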
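APE1 at 0.75 nM preincubated 15 min at room temperature with compound. Reaction then started with 50 nM double-stranded THF-abasic substrate labelled with TAMRA/BHQ-2, and 525/598 nm fluorescence read kinetically. Activity taken as third-minus-first read difference, normalized to DMSO and NSC13755 controls.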
Pol beta inh: qHTS Assay for Inhibitors of DNA Polymerase Beta | P06746 | Pol beta primer extension/strand displacement, fluorescence kinetic | Potency, µM (highest dose often 114 µM), for the others: at the top dose activity change, negative = inhibition, hits mostly inhibitors | hit rate 1.3% among 340,000; also: potency is read from the fitted curve at half-maximal effect; % is scaled to controls: 0 for no effect and ±100 for the full control effect
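Pol beta (10 nM) was preincubated with compound for 15 min at room temperature. The reaction was then started with 50 nM substrate and read immediately and after a further 10 min at room temperature.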
BLM inh: qHTS Assay for Inhibitors of Bloom's syndrome helicase (BLM) | Potency, µM (titrated, usually from 56.1 µM), without a hit: at the highest dose activity change, negative = inhibition, hits mostly inhibitors | recombinant BLM DNA unwinding, fluorescence dequenching | hit rate 0.2% among 350,000 | RecQ-like DNA helicase BLM (Homo sapiens), P54132;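 also: potency is read from the fitted curve at half-maximal effect; plate controls were vehicle for no effect and no enzyme for full effect; nearly all actives have a fitted effect of over 35% in size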
Pol iota inh: qHTS for Inhibitors of Polymerase Iota. Potency, µM (highest dose often 115 µM), inactives show at the top dose activity, negative = inhibition, hits mostly inhibitors. DNA polymerase iota (Homo sapiens), Q9UNA4. Pol iota fluorescent replication assay, 10 min. AID 588590, 2011. hit rate 1% among 390,000; also: potency is read from the fitted curve at half-maximal effect
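Pol iota at 10 nM preincubated 15 min with compounds at room temperature; reaction started with fluorescent substrate, 50 nM final. Fluorescence read kinetically at 0 and 10 min; buffer-only wells as negative control.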
The depositor's hits bear a star; ? = inconclusive; . = no result given; & = joins results of further samples; [ ] = another dose, or the depositor's remark. Unless noted, calls follow the shape of the dose curve; as a rule, active = well fitted curve in the direction sought with a large enough effect; inconclusive = small, poorly fitted or top-dose-only effect, or another doubt; inactive = no such curve, though single readings can be large; an effect the other way counts as inactive or inconclusive. This is a subset; rates above refer to the full screens.

1. c1ccc2n[nH]nc2c1
2. CN(C)S(=O)(=O)c1ccc(C(=O)OCCc2ccccc2)cc1
3. Cc1c(Cl)cccc1NC(=O)CCS(=O)(=O)c1cccc2nonc12
4. CCOC(=O)c1c[nH]n(-c2ccccc2)c1=O
5. Cn1cc(CN2CCC(CO)(CCCc3ccccc3)CC2)c(-c2ccccc2)n1
6. CCCCn1nc(NC(=O)CCC)c2cc3cc(OC)ccc3nc21
entry no.,1,2,3,4,5,6
BLM inh,.,-3%,-2%,2%,1%,-4%
APEX1 inh,-4%,42%,20%,21%,-1%,-12%
Pol beta inh,.,47%,91%,21%,-3%,35%
Anesthetic bind,.,-5%,-5%,-1%,-15%,42%[activator]
ALOX12 inh,5%&18%,1%,-12%,-20%,-11%,0%
TRHR agonist,.,0.5,-0.7,0.3,-1.2,0.1
Pol iota inh,-8%,59%[activator],99%[activator],-21%,30%,142%[activator]
POLK inh,-6%,-6%,5%,0%,-5%,-11%
ERG-DNA inh,-4%,-9%,-11%,-3%,2%,3%

Four compounds from above, limited to ALOX12 inh, Anesthetic bind and ERG-DNA inh:
# | SMILES | ALOX12 inh | Anesthetic bind | ERG-DNA inh
1 | c1ccc2n[nH]nc2c1 | 5%&18% | . | -4%
2 | CN(C)S(=O)(=O)c1ccc(C(=O)OCCc2ccccc2)cc1 | 1% | -5% | -9%
3 | Cc1c(Cl)cccc1NC(=O)CCS(=O)(=O)c1cccc2nonc12 | -12% | -5% | -11%
4 | CCOC(=O)c1c[nH]n(-c2ccccc2)c1=O | -20% | -1% | -3%

Continuation.
7. CC(C)=CCN1CCN(Cc2ccc(C#CC(C)(C)O)s2)CC1CCO (stereo not given)
8. CC(C(=O)O)n1c2ccccc2c2cnn(C)c(=O)c21 (stereo not given)
9. CCOC(=O)C1CCN(C(c2cc(OC)c(OC)c(OC)c2)c2sc3nc(C)nn3c2O)CC1 (stereo not given)
10. CC1(C)NC(=O)N(CCOCCOc2c(Cl)cc(Cl)cc2Cl)C1=O
11. COc1ccc(-c2cn3nc(N4CCCC(C(=O)Nc5ccc(C)c(C)c5)C4)sc3n2)cc1 (stereo not given)
12. Cc1ccc(NS(=O)(=O)c2cccc(C(=O)NCC(c3ccco3)N3CCCC3)c2)cc1 (stereo not given)
entry no.,7,8,9,10,11,12
BLM inh,-5%,2%,-2%,-5%,-8%,.
APEX1 inh,-1%,-13%,-1%,-3%,.,-17%
Pol beta inh,-3%,-5%,-7%,2%,0%,.
Anesthetic bind,-7%,-9%,-1%,-11%,-7%,.
ALOX12 inh,-13%,0%,4%,?,-19%,26%
TRHR agonist,4.0,-0.4,-0.1,0.5,0.4,3.1
Pol iota inh,65%[activator],-27%,5%,6%,12%,-4%
POLK inh,5%,-2%,10%,-15%,-17%,-1%
ERG-DNA inh,2%,5%,5%,-7%,2%,-2%

13. O=C(/C=C/c1ccc([N+](=O)[O-])cc1)OCC(=O)N1CCCC1
14. Cc1c(NC(=O)c2cc(S(=O)(=O)N3CCCCC3)ccc2Cl)c(=O)n(-c2ccccc2)n1C
15. COc1ccc(-c2cc(C(=O)Oc3ccc(C)cc3)c3ccccc3n2)cc1
16. N#Cc1ccccc1NC(=O)COC(=O)C1CCN(C(=O)c2ccc(Cl)cc2)CC1
17. CCC(C)NCCOCCOc1ccccc1-c1ccccc1 (stereo not given)
18. Cc1nnc(-c2cnn(C)c2N)n1Cc1ccccc1F
entry no.,13,14,15,16,17,18
BLM inh,.,.,-11%,.,-10%,-2%
APEX1 inh,40%,22%,.,55%[activator],-4%,-1%
Pol beta inh,.,.,11%,.,16%,6%
Anesthetic bind,.,.,38%,.,-13%,-8%
ALOX12 inh,-6%,-4%,-1%,?,?,2%
TRHR agonist,.,.,-0.2,0.1,1.6,-0.4
Pol iota inh,48%[activator],-13%,24%,-15%,?,5%
POLK inh,-13%,-5%,2%,-8%,-4%,5%
ERG-DNA inh,6%,-6%,6%,-8%,2%,-1%

Values by screen from the entries so far:
APEX1 inh for nos. 13–18, in order: 40%, 22%, ., 55%[activator], -4%, -1%
ERG-DNA inh for nos. 13–18, in order: 6%, -6%, 6%, -8%, 2%, -1%
POLK inh for nos. 13–18, in order: -13%, -5%, 2%, -8%, -4%, 5%

Next results.
19. CCC(Cc1ccccc1)NC(=O)C1CCN(S(=O)(=O)c2ccc3c(c2)CC(C)N3C(C)=O)CC1 (stereo not given)
20. CC1(C)CC2CC(C)(CN2C(=S)Nc2ccccc2F)C1 (stereo not given)
21. Cc1ccccc1C(CC(=O)c1cccs1)C(C#N)C#N (stereo not given)
22. CC(C)Cn1c(N)c(C(=O)COC(=O)c2cc(-c3ccccc3)nc3ccccc23)c(=O)n(C)c1=O
23. CC(C)[C@H](NC(=O)C1CCC(CNC(=O)[C@@H]2CCCN2C(=O)OC(C)(C)C)CC1)C(=O)O (stereo not given in full)
24. CCn1c(SCc2ccccc2)nc2c(c1=O)SCC2
entry no.,19,20,21,22,23,24
BLM inh,-1%,0%,-9%,-9%&-7%,4%,-3%
APEX1 inh,-2%,0%,2%,-2%&1%,-3%,-4%
Pol beta inh,5%,-9%,0%,22%,-1%,5%
Anesthetic bind,-18%,?,-14%,-22%&5%,-3%,-15%
ALOX12 inh,14%,0%,3%,-5%&-8%,2%,-1%
TRHR agonist,-0.4,0.2,-0.8,0.0,1.3,-0.5
Pol iota inh,-14%,5%,-13%,24%,-4%,130%[activator]
POLK inh,3%,7%,-5%,5%,4%,-6%
ERG-DNA inh,2%,6%,-2%,5%,6%,-9%

25. CC1(C)N=C(c2ccc(F)cc2)C(=O)N1CC(=O)Nc1ccccc1Cl
26. C[C@@]12CCC=C[C@H]1[C@H](c1ccc3ccccc3c1Br)N(Cc1ccccc1)C2=O
27. CCN(CC)c1ccc(CNc2ccc3c(c2)ncn3CC)cc1
28. CCCCc1nn2c(=O)cc(COC(=O)c3ccccc3NC(=O)C3CCCCC3)nc2s1
29. Cc1cc2cc(CNC(=O)Nc3ccccc3)ccc2n1C
30. CC(CN1CCN(C)CC1)OC(=O)c1ccccc1 (stereo not given)
entry no.,25,26,27,28,29,30
BLM inh,-3%,-13%,-1%,-1%,1%,2%
APEX1 inh,.,-6%,2%,.,-3%,-4%
Pol beta inh,-2%,71%,25%,35%[activator],7%,?
Anesthetic bind,-5%,-9%,-10%,-1%,-6%,-8%
ALOX12 inh,-20%,?,247%[activator],1%,10%,?
TRHR agonist,0.3,0.8,-0.4,0.7,-0.1,0.3
Pol iota inh,26%,-5%,72%[activator],-9%,7%,1%
POLK inh,1%,-12%,-22%,-3%[60.1 µM],-26%,-7%
ERG-DNA inh,14%,-5%,-1%,-2%,-13%,-1%

31. CCOc1ccc(CNC(=O)CCn2c(=O)oc3ccccc32)cc1OC
32. Cc1ccc(C)c(S(=O)(=O)N2CCN(C(=O)CSc3ccccc3F)CC2)c1
33. CSc1nc(-c2ccccc2)nc(N2CCOCC2)c1C(C)=O
34. S=C(c1ccc(Cl)cc1)N1CCN(Cc2ccccc2)CC1
35. CC(C)C[C@H](NC(=O)OC(C)(C)C)c1nnc(SCC(=O)Nc2ccc(Br)cc2)o1
36. Cc1cccc(CSCCNC(=O)CN(c2ccccc2)S(=O)(=O)N(C)C)c1
entry no.,31,32,33,34,35,36
BLM inh,-2%,-1%,-1%,-11%,-16%,-1%
APEX1 inh,0%,9%,-2%,21%,-6%,.
Pol beta inh,-1%,0%,4%,20%,17%,2%
Anesthetic bind,-7%,-15%,-15%,-20%,-17%,-19%
ALOX12 inh,-5%,23%,9%,?,0%,-13%
TRHR agonist,0.3,1.8,0.4,0.1,1.5,-1.3
Pol iota inh,-8%,-3%,18%,29%,?,11%
POLK inh,-9%,-7%,-9%,-9%,-13%,6%
ERG-DNA inh,-3%,0%,6%,-1%,3%,1%

37. COCCn1cnnc1SCC(=O)Nc1cccc(S(=O)(=O)N(C)c2ccccc2)c1
38. O=C1c2ccccc2C(=O)N1C1(C(=O)NC2(C(=O)O)CCCC2)CCCC1
39. CC1=CC(=O)CC(C)(C)C1(O)/C=C/C(C)=C/C(=O)O (stereo not given)
40. Cc1cc(Br)cc(C)c1NC(=O)c1cnc2ccccn2c1=O
41. O=C(c1cc(-c2ccccc2)nc2ccccc12)N1CCc2ccccc2C1
42. COc1ccc(C2Nc3ccccc3C(=O)N2Cc2ccco2)cc1COc1ccc([N+](=O)[O-])cc1 (stereo not given)
43. C=CCN1C(=O)c2ccccc2C1(O)Cc1ccccc1 (stereo not given)
entry no.,37,38,39,40,41,42,43
BLM inh,0%,.,1%&0%,-4%,-10%,-10%,-2%
APEX1 inh,2%,.,3%&11%,.,1%,-1%,49%[activator]
Pol beta inh,-3%,.,27%,15%,-21%,31%,-3%
Anesthetic bind,-3%,.,-5%,-7%,-13%,?,-2%
ALOX12 inh,2%,0%,-5%&-1%,-19%,-18%,?,-6%
TRHR agonist,0.5,.,0.6,-0.4,2.2,1.0&-0.5,0.1
Pol iota inh,30%,81%[activator],21%,22%,23%,24%&8%,15%
POLK inh,-4%,-6%,1%,6%,-11%,8%&-11%,0%
ERG-DNA inh,2%,-2%,13%,0%,.,0%,-4%
